# CHRM1 antagonist: antagonists of human M1 muscarinic receptor; P11229; CHO-K1 hM1, Fluo-8 calcium fluorescence, ACh EC80 antagonist; inhibition, % at 3 µM; 360,000 tested, 1.3% active;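 active = percent inhibition above its own plate's cutoff, namely the mean of that plate's compound wells plus 3 SD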;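 also: peak over basal fluorescence ratio during 140 s after agonist addition; 0% = ACh EC80 plus DMSO and 100% = DMSO alone without agonist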
# Target sequence (P11229 whole entry, looked up): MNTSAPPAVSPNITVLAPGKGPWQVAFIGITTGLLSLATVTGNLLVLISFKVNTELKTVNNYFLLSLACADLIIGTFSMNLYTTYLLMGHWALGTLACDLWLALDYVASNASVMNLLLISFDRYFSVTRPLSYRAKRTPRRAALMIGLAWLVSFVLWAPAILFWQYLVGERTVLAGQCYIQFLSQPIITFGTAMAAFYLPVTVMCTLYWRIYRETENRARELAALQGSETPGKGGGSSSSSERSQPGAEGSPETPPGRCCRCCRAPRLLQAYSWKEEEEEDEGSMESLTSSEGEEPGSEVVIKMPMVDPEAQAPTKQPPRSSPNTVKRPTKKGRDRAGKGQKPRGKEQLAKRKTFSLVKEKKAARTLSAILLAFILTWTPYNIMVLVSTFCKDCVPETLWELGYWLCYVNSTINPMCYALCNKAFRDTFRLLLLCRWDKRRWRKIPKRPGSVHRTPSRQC
# CHRM1 agonist: human M1 muscarinic receptor agonism; P11229; CHO-K1 hM1, Fluo-8 calcium fluorescence, agonist mode; 0% DMSO, 100% acetylcholine EC100; activation, % at 3 µM; 360,000 tested, 0.33% active; AID 588814;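 active = activation above the run's mean compound activation plus 3 SD, cut at about 16% in these data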;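 also: peak over basal fluorescence ratio within a 140 s kinetic read after compound addition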
# V1aR counter: V1a receptor agonism, counter-screen for OXTR agonists. P37288. CHO-V1R cells, Fluo-8 calcium fluorescence, agonist mode; 0% DMSO, 100% 3 nM vasopressin. activation, % at 3 µM. 320,000 tested, 0.25% active;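 active = activation above the mean activation of all tested compounds plus 3 SD, per screening run, cut at about 20% in these data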;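 also: signal is peak over basal fluorescence ratio across a 100 second FLIPR read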
# Target sequence (P37288 whole entry, looked up): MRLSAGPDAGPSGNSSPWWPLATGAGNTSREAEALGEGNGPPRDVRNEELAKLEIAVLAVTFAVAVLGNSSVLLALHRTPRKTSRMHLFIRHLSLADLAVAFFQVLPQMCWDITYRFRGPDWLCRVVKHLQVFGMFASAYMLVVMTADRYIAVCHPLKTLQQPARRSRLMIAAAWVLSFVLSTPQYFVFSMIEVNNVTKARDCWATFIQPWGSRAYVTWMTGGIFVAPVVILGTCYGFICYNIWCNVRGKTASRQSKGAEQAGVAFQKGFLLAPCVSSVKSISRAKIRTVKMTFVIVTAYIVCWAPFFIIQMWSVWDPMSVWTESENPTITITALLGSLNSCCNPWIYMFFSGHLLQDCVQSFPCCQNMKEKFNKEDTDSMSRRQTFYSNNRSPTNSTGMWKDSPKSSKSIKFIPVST
# CHRM1 PAM: potentiates human M1 receptor response to acetylcholine; P11229; CHO-K1 hM1, Fluo-8 calcium fluorescence, ACh EC20; 0% = ACh EC20, 100% = maximal ACh; activation, % at 3 µM; 360,000 tested, 0.088% active; AID 588819; in the data active = activation above about 19%, passing the limit was not always enough
# TAAR1 antag: human TAAR1 antagonism | inhibition, % at 3 µM | 360,000 tested, 1.5% active | CHO RD-HGA16 TAAR1, Fluo-8 calcium fluorescence, antagonist | Q96RJ0;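 active = inhibition above a per-plate cutoff, the mean inhibition of test compounds on that plate plus 3 SD, cut at about 49% in these data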;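 also: 0% = DMSO plus EC80 beta-PEA response and 100% = DMSO alone without agonist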
#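 Material: RD-HGA16 CHO cells with stable hTAAR1 and Gα16; Dosing: single nominal final test compound concentration of 3 µM; Schedule: seeding 17-24 h prior, 75-min 37 °C, 30-min RT dye loading; Detection: kinetic Fluo-8 calcium fluorescence measurement; Measure: % inhibition from peak post-agonist over basal fluorescence ratio; Benchmarks: vehicle and agonist controls.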
# TAAR1 agonist: agonists of human TAAR1; activation, % at 3 µM; Q96RJ0; 360,000 tested, 0.99% active; CHO RD-HGA16 TAAR1, Fluo-8 calcium fluorescence; vehicle wells 0%, saturating PEA agonist 100%;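 active = activation above the mean activation of all test compounds in the run plus 3 SD, cut at about 38% in these data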
#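 Test system: RD-HGA16 (CHO) cells co-expressing Gα16 and hTAAR1 | Doses: Single dose, 3 µM | Schedule: 17-24 h seeding, 75 min 37 °C dye, 30 min RT | Evaluation: % activation from peak over basal fluorescence ratio, DMSO-to-PEA scaled | Technique: Kinetic Fluo-8 calcium fluorescence | Benchmarks: Low control DMSO, high control PEA (EC100)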
# OXTR potentiate: potentiators of human oxytocin receptor | P30559 | CHO-OTR cells, Fluo-8 calcium fluorescence, potentiator mode; 0% = oxytocin EC15, 100% = EC100 | activation, % at 3 µM | 320,000 tested, 0.061% active | AID 2445;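 active = activation above that plate's cutoff, the mean activation of tested compounds plus 3 SD, cut at about 6.6% in these data, passing the limit was not always enough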;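 also: 100% uses oxytocin at 75 nM as the full agonist control; some results filed as inactive read as strong as hits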
#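 System: human OTR in CHO cells; Also added: sub-maximal oxytocin, roughly EC15; Timing: compound 6 min at room temperature before oxytocin, 100 s read; Technique: Fluo-8 intracellular calcium fluorescence, ex 470-495, em 515-575 nm; Controls: oxytocin EC15 low and EC100 high; Replication: singlicate.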
# CHO parental Ca: counter-screen: ATP calcium response change in parental CHO cells | parental CHO-K1, ATP-induced calcium, Fluo-8 fluorescence | inhibition, % at 5.6 µM | 330,000 tested, 0.63% active;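 active = inhibition above that plate's mean sample inhibition plus 3 SD, cut at about 26% in these data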;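 also: 0% = ATP-challenged DMSO wells and 100% = DMSO wells without ATP; some compounds past the cut are filed as inactive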
#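 Assay system – parental CHO cells · Reagent – ATP stimulus · Detection – intracellular calcium via Fluo-8 no-wash fluorescent dye · Evaluation – percent inhibition of ATP-evoked calcium rise, normalized to controls · Controls – ATP wells versus no-ATP DMSO wells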
# OXTR ag: human OXTR agonism. CHO-OTR cells, Fluo-8 calcium fluorescence; normalized: DMSO 0%, oxytocin 100%. 320,000 tested, 0.32% active. P30559. activation, % at 3 µM;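 active = activation above the mean of all tested compounds plus 3 SD, cutoff set per screening run, cut at about 20% in these data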;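 also: peak over basal fluorescence ratio from a 100 s FLIPR kinetic read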
# An asterisk follows results filed as active; x = not tested or not shown.
SMILES | CHRM1 antagonist | CHRM1 agonist | V1aR counter | CHRM1 PAM | TAAR1 antag | TAAR1 agonist | OXTR potentiate | CHO parental Ca | OXTR ag
CCOc1ccccc1N(CC(=O)NC1CCCCC1)C(=O)CCC(=O)Nc1nccs1 | -6 | 1 | 0.0 | 4 | -22 | 6 | 2 | -23 | -0.7
Cc1ccc(NC(=O)c2cnc(N3CCN(c4ccccn4)CC3)c3ccccc23)c(Br)c1 | 32* | -5 | 11 | -27 | 72* | 10 | -11 | -5 | -0.8
Cc1cc(C)nc(NS(=O)(=O)c2ccc(NCN3C(=O)c4ccccc4C3=O)cc2)n1 | -3 | -2 | x | 2 | 7 | 1 | x | x | x
Cc1ccc(C)c(COc2coc(CN3CCN(C(=O)c4ccco4)CC3)cc2=O)c1 | -9 | -1 | 0.6 | 15 | 2 | 3 | 0 | 1 | 0.8
Cc1nc(Sc2nnnn2C)c2c3c(sc2n1)CCC3 | -32 | -5 | 0.1 | 1 | -11 | 3 | -6 | -11 | 0.2
O=C(Cc1ccccc1)Nc1ccc2c(c1)CCC2 | -4 | -5 | -0.9 | 8 | 9 | 0 | -1 | -12 | -2.6
O=S(=O)(c1ccc(Cl)cc1)N1CCC2(CC1)OCCN2S(=O)(=O)c1cccs1 | 7 | -2 | x | -4 | 1 | 3 | x | x | x
CC1CCN(S(=O)(=O)c2cn(CC(=O)Nc3cccc(C#N)c3)cn2)CC1 | 3 | -3 | 0.2 | -2 | -11 | 3 | 1 | -2 | 0.7
CCN(C(=O)CCc1nnc2ccc(NCc3ccco3)nn12)c1ccccc1 | 2 | -2 | -0.9 | 2 | -15 | -1 | -4 | -4 | -1.5
NC(Cc1c[nH]c2ccc(OCc3ccccc3)cc12)C(=O)O (configuration not stated) | -6 | -3 | -0.5 | 4 | -2 | 10 | -3 | 2 | 1.8
COc1ccc(C(=O)c2ccc(OC)cc2O)c(O)c1 | -14 | -5 | -1.1 | 0 | 10 | 2 | -18 | -8 | -0.9
Cc1ccccc1NC(=S)NC(=O)CCc1ccccc1 | -3 | -6 | -0.7 | -4 | -4 | 7 | 2 | -21 | -1.4
COc1ccc(N2CCN(C(=O)c3ccc(COc4ccc5c(C)cc(=O)oc5c4)cc3)CC2)cc1 | 1 | -4 | 3.8 | 1 | 9 | 1 | -12 | -16 | 1.4
CCCN(CCC)Cc1c(C(=O)N/N=C/c2ccc(Br)cc2)nnn1-c1nonc1N | 10 | -9 | -0.1 | -13 | -18 | 2 | -13 | -11 | -0.1
O=S(=O)(Nc1nc2ccccc2nc1NCCN1CCOCC1)c1cccc(Cl)c1 | -4 | -1 | 1.7 | 7 | -30 | 0 | -11 | -9 | 2.1
CC(C)CNC(=O)COc1cccc(C(=O)NCc2ccccc2)c1 | 1 | -3 | 1.1 | 8 | 12 | 6 | -9 | -13 | 0.4
COc1ccc(CCNC(=O)CCNC(=O)c2ccc(Br)cc2)cc1OC | 5 | -3 | 0.0 | 1 | -10 | 0 | -4 | -14 | -0.5
N#Cc1c(-c2ccco2)cc(C2CC2)nc1N | 1 | -5 | -1.2 | -5 | 6 | 7 | -1 | -13 | -1.0
O=C(NCCCN1CCOCC1)c1ccc(N2CCCC2)c([N+](=O)[O-])c1 | 9 | -7 | 5.2 | -1 | 9 | 1 | 2 | 2 | 0.4
O=C(NC1=NCCS1)c1ccc(Br)s1 | -12 | -3 | 0.1 | 9 | -1 | 0 | 0 | -7 | -0.3
O=[N+]([O-])c1cc(-c2nnc(N3CCOCC3)c3ccccc23)ccc1N1CCOCC1 | -4 | -7 | 1.7 | 4 | 12 | 3 | -17 | -6 | 0.9
Nc1ncnc2c1ncn2[C@@H]1O[C@H](CNC(=O)[C@@H](N)COCc2ccccc2)[C@@H](O)[C@H]1O | -9 | -3 | x | 3 | x | x | x | 0 | x
COc1ccc(C(C)=O)cc1COC(=O)C1CCN(C(=O)c2ccc(Cl)cc2)CC1 | 4 | -5 | 4.9 | -7 | 15 | 35 | -6 | -17 | 3.9
Nc1cc(-c2ccccc2)ccc1O | -7 | -1 | 2.8 | 7 | -4 | 2 | -8 | -1 | 3.1
O=C(c1c(F)cccc1Cl)N1CCN(c2ccccn2)CC1 | -11 | -5 | 0.8 | 4 | -5 | 1 | -3 | 6 | 2.2
NC(=O)c1ccccc1NC(=O)c1ccc2c(c1)OCO2 | -14 | -4 | 0.8 | 7 | -25 | 2 | -11 | 7 | -0.4
COc1ccccc1/C=C/C(=O)c1ccc(Cl)cc1 | 19 | -6 | -1.4 | -10 | 1 | 1 | -3 | -15 | -1.0
O=C(C(=O)N1CCc2ccccc2C1)c1cn(CC(=O)N2CCOCC2)c2ccccc12 | -4 | -5 | -0.5 | 10 | -6 | 75* | -8 | -10 | -1.8
CCC(C)Sc1nc(O)c(Cc2ccccc2)c(=O)[nH]1 (configuration not stated) | -14 | -2 | 0.3 | 10 | -3 | 0 | -9 | -8 | 0.6
Cn1c(SCC(=O)NCc2ccccc2)nnc1C1CC1 | -24 | -1 | 2.0 | 6 | -7 | 2 | -1 | 3 | 0.1
O=C(NCCc1ccc(Cl)cc1)c1cc(-c2ccncc2)nc2ccccc12 | 6 | -4 | -0.7 | -2 | 29 | 4 | 0 | -16 | -2.1
N#CN(Cc1ccccc1)Cc1ccccc1 | -2 | -6 | -1.2 | 1 | -3 | 1 | -1 | 6 | -1.5
O=C(NCCc1csc(-c2ccc(Cl)cc2)n1)c1ccco1 | 7 | -4 | 4.9 | -13 | 36 | 3 | -14 | -10 | 4.5
COC(=O)N1CCCC(c2cc(C(=O)Nc3ccccc3Cl)no2)C1 (configuration not stated) | 0 | -4 | x | -3 | -36 | 0 | x | x | x
Cc1c(NC(=O)Nc2ccc3c(c2)OCO3)cccc1[N+](=O)[O-] | -10 | 3 | 6.6 | 15 | -23 | 5 | -7 | 2 | 4.5
Cc1cc2nc(CSc3ccc(Cl)cc3)cc(=O)n2[nH]1 | -6 | -6 | 2.1 | 10 | -6 | 4 | -17 | -13 | -1.1
CCOC(=O)N1CCc2c(sc3nc[nH]c(=O)c23)C1 | -5 | -2 | 0.1 | 6 | -22 | 5 | -1 | -9 | 0.3
COC(=O)c1sccc1NC(=O)CC1C(=O)NCCN1C(=O)c1ccccc1 (configuration not stated) | -5 | -2 | -1.0 | 1 | -2 | -1 | -2 | -10 | -1.3
O=C(c1cc2c(s1)-c1ccccc1S(=O)(=O)C2)N1CCCC1 | 11 | -2 | 0.0 | -6 | -37 | 2 | -5 | -6 | -1.7
C[C@@H]1CN([C@@H](C)CO)C(=O)CCCn2nncc2CO[C@H]1CN(C)C(=O)c1cc(-c2ccccc2)on1 | -3 | -9 | x | 2 | 4 | 1 | x | x | x
O=C(C1CCCO1)N1CCN(c2c3c(nc4cc(-c5ccc(F)cc5)nn24)CCC3)CC1 (configuration not stated) | -12 | -4 | 0.8 | -2 | 0 | 14 | -6 | -11 | 1.5
NNC(=O)c1nc[nH]c1C(=O)Nc1ccccc1[N+](=O)[O-] | -12 | -9 | 0.2 | 8 | 8 | 6 | -7 | -29 | -0.5
O=C(COC(=O)c1ccc([N+](=O)[O-])cc1)Nc1ccccc1C(=O)NC1CC1 | -10 | -2 | -0.9 | 10 | -6 | 4 | -7 | -6 | 0.6
COc1ccccc1CC(=O)N1CCCC1 | -27 | -3 | 0.9 | 9 | 1 | 3 | -1 | -6 | -0.4
Cc1ccc2c(c1)-n1c(nc3ccccc3c1=O)C(CC(C)C)NC2=O (configuration not stated) | x | x | 0.3 | x | -2 | 1 | 5 | -12 | -1.3
OC(c1ccc(Cl)c(Cl)c1)c1ncc(-c2ccc(Cl)cc2)[nH]1 (configuration not stated) | 10 | 0 | x | -9 | 44 | 3 | x | x | x
c1ccc(-c2noc(CSc3nnnn3-c3ccccc3)n2)cc1 | -12 | -6 | 0.8 | 3 | 38 | 2 | 0 | 13 | 0.1
CN(CC(=O)Nc1ccc(OC(F)F)cc1)S(=O)(=O)/C=C/c1ccccc1 | 1 | -6 | 0.8 | 1 | -21 | 2 | -6 | -16 | -1.2
Cc1cccc(C(=O)NC(C)C(=O)NC(c2nc3ccccc3[nH]2)C(C)C)c1 (configuration not stated) | -2 | -5 | -0.9 | 4 | -21 | 3 | 5 | -21 | -0.6
CN(C)c1ccc(S(=O)(=O)N2CCCCC2)cc1NC(=O)CN1C(=O)NC(C)(c2ccccc2)C1=O (configuration not stated) | -2 | -3 | 1.8 | -4 | -23 | 1 | -1 | -13 | 0.3
COc1ccc(C(CCN2CCCC2)c2c(O)cc(OC)cc2OC)cc1 (configuration not stated) | 5 | -13 | 2.6 | -5 | -8 | 5 | -5 | 17 | 1.7
CCOC(=O)c1cc(NC(=O)c2ccccc2)c(=O)oc1-c1ccccc1 | -1 | -6 | -1.2 | 6 | 17 | 5 | -3 | -14 | -1.2
O=C(/C=C/c1cn(-c2ccccc2)nc1-c1cccnc1)N1CCCC1 | 2 | -6 | x | 9 | -21 | 9 | x | x | x
